TDP1 block = inhibitors of human tyrosyl-DNA phosphodiesterase TDP1; Q9NUW8; Potency, µM (top dose mostly 130 µM), for the others: at the highest dose activity change, negative = inhibition, usual class: inhibitors; hit rate 0.28% among 350,000; recombinant TDP1, AlphaScreen DNA substrate cleavage; note: nearly all actives have a fitted effect of over 40% in size
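Tdp1 1 nM final; 15 min RT w/ cpd; substrate 15 nM, 5 min; beads 10 ug/ml, 10 min; AlphaScreen read. Neg ctrl: no enzyme.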
DT40 TDP1 no CPT = qHTS for Inhibitors of human tyrosyl-DNA phosphodiesterase 1 (TDP1): qHTS in cells in absence of CPT. hit rate 15% among 420,000. Potency, µM (series often up to 46.2 µM), inactives show top-dose activity change, negative = growth inhibition, most hits filed as inhibitors. AID 686978, 2013. DT40 Tdp1-/- hTDP1 cells, no CPT, ATP luminescence, 48 h; note: nearly all actives have a fitted effect of over 55% in size
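Chicken DT40 Tdp1-/- cells stably complemented with human TDP1 were seeded at 400 cells/well with DMSO in place of 20 nM camptothecin. After compound pinning, cells grew at least 48 hr at 37 °C; viability read by CellTiter-Glo luminescence.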
KAT2A inh = blocks human GCN5L2 histone acetyltransferase; GCN5L2 HAT assay, ThioGlo1 CoA-SH fluorescence; hit rate 0.21% among 390,000; Potency, µM (top dose mostly 58.9 µM), for the others: at the top dose activity change, negative = inhibition, most hits filed as inhibitors; Q92830; AID 504327
Target sequence (Q92830 whole entry, looked up): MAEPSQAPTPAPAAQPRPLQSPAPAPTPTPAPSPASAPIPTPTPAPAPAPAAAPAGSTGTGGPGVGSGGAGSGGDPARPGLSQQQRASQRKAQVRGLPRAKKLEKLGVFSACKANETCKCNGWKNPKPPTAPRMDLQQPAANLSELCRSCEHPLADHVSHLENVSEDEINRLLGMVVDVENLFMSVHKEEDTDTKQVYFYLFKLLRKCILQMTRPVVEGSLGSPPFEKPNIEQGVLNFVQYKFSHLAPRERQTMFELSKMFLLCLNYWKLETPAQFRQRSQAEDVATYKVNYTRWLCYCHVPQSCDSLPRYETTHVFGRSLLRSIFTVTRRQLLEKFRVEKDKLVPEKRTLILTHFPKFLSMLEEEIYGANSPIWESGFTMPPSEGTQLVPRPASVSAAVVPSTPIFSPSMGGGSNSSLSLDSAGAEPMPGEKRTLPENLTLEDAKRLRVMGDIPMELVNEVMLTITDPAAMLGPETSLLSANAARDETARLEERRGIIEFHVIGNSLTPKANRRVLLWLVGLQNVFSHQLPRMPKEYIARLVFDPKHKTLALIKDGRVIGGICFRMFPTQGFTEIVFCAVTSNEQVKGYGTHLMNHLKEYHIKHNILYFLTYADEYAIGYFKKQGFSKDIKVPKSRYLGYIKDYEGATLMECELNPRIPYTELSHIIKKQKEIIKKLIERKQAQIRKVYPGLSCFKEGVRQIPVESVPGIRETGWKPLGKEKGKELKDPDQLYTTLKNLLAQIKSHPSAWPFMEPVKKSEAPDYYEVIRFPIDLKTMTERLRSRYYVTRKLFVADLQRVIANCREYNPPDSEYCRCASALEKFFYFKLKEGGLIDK
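Compounds, pin-transferred from DMSO stocks, meet 20nM GCN5L2 for 15 min before the reaction begins with H3(1-25) peptide (75uM) and acetyl-CoA (70uM). Thiol-reactive ThioGlo1 reports CoA release over 20 min at room temperature.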
* = called active by the depositor; ? = inconclusive; . = no result given; & = joins results of further samples; [ ] = remark or other dose. Calls come from the whole dose curve; as a rule, active = well fitted curve in the direction sought with a large enough effect; inconclusive = small, poorly fitted or top-dose-only effect, or another doubt; inactive = no such curve, though single readings can be large; an effect the other way counts as inactive or inconclusive. % is set by controls: 0 for no effect and ±100 for the full control effect; potency is the fitted concentration of half-maximal effect. These rows are one share of the data, so the mix of outcomes need not match the whole.

Each structure is followed by: TDP1 block, DT40 TDP1 no CPT, KAT2A inh
1	O=c1c2c3c(sc2nc2n1CCCCC2)CCC3
  7%, -28%, ?
2	CC1CC(C)CN(c2oc(-c3ccc(OCc4ccccc4Cl)cc3)nc2C#N)C1 (stereo unspecified)
  5%, ?, .
3	C[C@H](C(=O)O)c1cccc(Oc2ccccc2)c1
  3%[56.1 µM], ., 1%[21.4 µM]
4	CC(=O)N1CCOc2ccc(S(=O)(=O)N(C)c3cccc(C)c3)cc21
  4%, ?, 2%
5	c1ccc(-c2ccc(-c3nc(-c4ccccn4)no3)cc2)cc1
  -4%, 10µM*, 4%
6	Clc1ccc(Nc2ccc(Cl)nn2)cc1
  10%, -30%, -1%
7	CC(NC(=O)CSc1ccccc1)c1ccccc1 (stereo unspecified)
  ., 3%, -11%
8	CC(=O)N1CCC(C(=O)NCCOc2ccc(C)cc2)CC1
  8%, 1%, 1%
9	CCOc1ccc(/C(O)=C2/C(=O)C(=O)N(c3ccccn3)C2c2ccc(F)cc2)c(C)c1 (stereo unspecified)
  ., ?, -15%
10	CC(C)(C)OC(=O)N[C@@H](Cc1ccccc1)C(=O)NCC1CCC(C(=O)N[C@@H](CCC(N)=O)C(=O)O)CC1 (stereo partly specified)
  ., -8%, 32%[activator]
11	Cc1cc(C)nc(SCCC(=O)Nc2ccccc2Cl)n1
  0%, -8%, 3%
12	CCCOc1ccc(C2C(=O)N(C3CCCCCC3)CC(=O)N2CCC2=CCCCC2)cc1OC (stereo unspecified)
  3%, -20%, -2%
13	O=C(CCNC(=O)c1ccc(Cl)cc1)NC1CCCCCC1
  0%, -20%, -1%
14	C(=C\c1ccccn1)/c1ccncc1
  ., -9%, 12%
15	O=C1c2cccc3c(N4CCCCC4)ccc(c23)C(=O)N1c1ccccc1O
  0%, 21µM*, -1%
16	CN(C)C(=O)c1cccn(Cc2cccc(C(F)(F)F)c2)c1=O
  7%, 2%, -5%
17	Nc1ccn([C@@H]2O[C@H](COS(=O)(=O)O)[C@@H](O)[C@H]2O)c(=O)n1
  2%, 1.8µM*, 0%
18	C/C=C/c1ccc(OCC(=O)NCc2ccccc2OC)c(OC)c1
  0%, ?, -3%
19	Cc1cc(C(=O)N/N=C/C=C/c2ccc([N+](=O)[O-])cc2)n[nH]1
  -8%, -16%, -3%
20	COc1ccc(-n2cc(-c3ccccc3)c3c(NC4CCCCC4)ncnc32)cc1
  8%, 12µM*, 1%
21	CCOC(=O)C1=C(C)OC(N)=C(C(=O)OCC)C1c1ccncc1 (stereo unspecified)
  1%, ?, -2%
22	COc1ccccc1OCc1nnc(SCC(=O)N2CCCC2)o1
  ., -14%, -4%
23	Cn1cc(C(=O)Nc2ccc(C#N)cc2)c2ccccc2c1=O
  3%, ?, -1%&-1%
24	CC(=O)c1ccc(S(=O)(=O)N2CCN(C(C)=O)CC2)cc1
  -3%, 11%, -7%
25	COc1ccc(C(=O)C2CCCN(C(=O)c3cccc(Cn4cccn4)c3)C2)cc1F (stereo unspecified)
  5%, ?, -1%
26	CCOC(=O)c1ccccc1NC(=O)CCOc1ccccc1
  2%[2.28 µM], -20%, 2%
27	COc1ccc(NS(=O)(=O)c2ccc(C)c(C(=O)O)c2)cc1
  -11%, 3%, -1%
28	Cc1cccc2sc(NC(=O)C3CCN(C(=O)c4ccco4)CC3)nc12
  ., ?, -9%
29	CN1CCN(NC(=O)c2cc(-c3ccccn3)nc3ccccc23)CC1
  5%, -10%, -6%
30	CCn1c(Cc2ccccc2)nnc1SCC(=O)Nc1ccccc1F
  -1%, 6%, -1%
31	O=C(O)CN1C(=O)SC(Nc2ccc(C(=O)O)cc2)C1=O (stereo unspecified)
  -4%, -12%, -6%
32	COC(=O)c1cc(C(=O)c2ccc(C(C)(C)C)cc2)c[nH]1
  -3%, 12µM*, -5%
33	CCOc1ccc(OCCCC(=O)N(C)CC(=O)Nc2ccccc2Br)cc1
  2%, ?, -21%
34	O=C(NC(=S)Nc1ccccc1N1CCCC1)c1ccc([N+](=O)[O-])cc1
  1%, 18µM*, -8%
35	CCC(Sc1nnc2c3ccccc3n(C)c2n1)C(=O)Nc1nnc(C(C)C)s1 (stereo unspecified)
  -2%, -30%, 2%
36	COc1ccc(N2CCN(c3oc(-c4ccco4)nc3C#N)CC2)cc1
  8%, ?, -8%
37	CC1(C)CC(=O)c2cc(C(=O)NC3CCSC3=O)c(=O)n(-c3ccccc3)c2C1 (stereo unspecified)
  1%, 0%, 2%
38	Cc1cc(C)c(NC(=O)CNC(=O)CSc2nnc(N)s2)c(C)c1
  -5%, -12%, -15%
39	NS(=O)(=O)c1ccc(S(=O)(=O)N(CCc2ccccc2)Cc2ccccn2)cc1
  5%, -15%, 2%
40	Cn1ccnc1C(=O)c1ccc(Cl)c(S(=O)(=O)N2CCOCC2)c1
  ., -16%, -4%
41	CCOCCCn1c(SCC(=O)OCC)nc2c(sc3ccccc32)c1=O
  0%, ?, -15%
42	Cc1ccc(C(=O)NCCN2CCOCC2)cc1
  0%, 7%, 1%
43	O=C(NC1(N2CCOCC2)CC1)c1ccc(Cl)cc1
  4%, -5%, -19%
44	CCNc1c([N+](=O)[O-])c(=O)oc2ccccc12
  6%, 12%, -9%
45	O=S(=O)(Nc1ccc(Br)cc1F)c1ccc2nc(-c3ccccc3)[nH]c2c1
  -5%, ?, -1%

Entries by screen from the list:
KAT2A inh, nos. 32 to 40, in order: -5%, -21%, -8%, 2%, -8%, 2%, -15%, 2%, -4%
DT40 TDP1 no CPT, nos. 32 to 40, in order: 12µM*, ?, 18µM*, -30%, ?, 0%, -12%, -15%, -16%

Other records follow.
Each structure is followed by: TDP1 block, DT40 TDP1 no CPT, KAT2A inh
46	Cc1cc(Nc2ccc(F)cc2F)n2ncnc2n1
  -4%, -3%, -4%
47	CCOC(=O)Cc1c(C)nc2cc(-c3ccc(C(C)(C)C)cc3)nn2c1C
  ., 15µM*, -16%
48	CCN(CC)CCN1C(=O)C(=O)/C(=C(/O)c2ccc3c(c2)CC(C)O3)C1c1ccc(OC)cc1 (stereo unspecified)
  -1%, ?, -4%
49	C/C(CC(=O)Nc1ccc(N(C)C)cc1)=N\NC(=O)c1cnccn1
  5%, ?, -4%
50	Cc1ccc(Cn2nnc3c(=O)n(CC(=O)N4CCCCC4)cnc32)cc1
  -4%, -22%, -13%
51	Cc1ccc(C)n1-c1c(C(=O)NCC(C)c2ccccc2)sc2ncccc12 (stereo unspecified)
  5%, 18µM*, -16%
52	C=CCOn1c(=O)c(-c2ccc(OCC)cc2)[n+]([O-])c2ccccc21
  ., -20%, -19%
53	COc1ccc(CCNC(=O)COC(=O)c2ccc(Br)o2)cc1OC
  5%, 0%, -6%
54	Cc1cc(NC(=O)CS(=O)(=O)c2cn(C)c3ccccc23)no1
  9%, -17%, -2%
55	O=C(CSc1nc2c(sc3ccccc32)c(=O)n1CCCN1CCCC1)NCc1ccco1
  -5%, -10%, -2%
56	COc1ccc(-c2cc(C(=O)NCCc3ccccc3)c3c(-c4ccccc4)[nH]nc3n2)cc1OC
  -3%, ?, -15%
57	Cc1cccc(C)c1OCc1nc2c3cnn(-c4ccccc4F)c3ncn2n1
  5%, 1%, -2%
58	Cc1cccc(Oc2ncc(-c3ccc(Cl)cc3)cn2)c1
  11%, -8%, 0%
59	C/C(=N\NC(=O)Cn1cc([N+](=O)[O-])cn1)c1ccc(O)cc1
  3%, -3%, -2%
60	Cc1ccc(OCc2nnc(SCC(=O)Nc3ccc4c(c3)OCO4)n2C)cc1
  1%, 16%, -2%

Single records, from the list above:
Cc1cc(NC(=O)CS(=O)(=O)c2cn(C)c3ccccc23)no1 is entered as TDP1 block = 9%; DT40 TDP1 no CPT = -17%; KAT2A inh = -2%
CCN(CC)CCN1C(=O)C(=O)/C(=C(/O)c2ccc3c(c2)CC(C)O3)C1c1ccc(OC)cc1 (stereo unspecified) is entered as TDP1 block = -1%; DT40 TDP1 no CPT = ?; KAT2A inh = -4%

Two entries drawn at random from the list so far, as already listed:
Each structure is followed by: TDP1 block, DT40 TDP1 no CPT, KAT2A inh
60	Cc1ccc(OCc2nnc(SCC(=O)Nc3ccc4c(c3)OCO4)n2C)cc1
  1%, 16%, -2%
48	CCN(CC)CCN1C(=O)C(=O)/C(=C(/O)c2ccc3c(c2)CC(C)O3)C1c1ccc(OC)cc1 (stereo unspecified)
  -1%, ?, -4%

Following part:
Each structure is followed by: TDP1 block, DT40 TDP1 no CPT, KAT2A inh
61	CN1CCN(S(=O)(=O)c2ccc(N3CCN(c4ccc(O)cc4)CC3)c([N+](=O)[O-])c2)CC1
  1%[0.505 µM], ?, 4%
62	Cc1ccc(Oc2nc3ccccn3c(=O)c2/C=C(\C#N)C(=O)NC2CCS(=O)(=O)C2)cc1 (stereo unspecified)
  ., ?, -6%
63	Cc1cccc(CSc2nc3c(sc4ccccc43)c(=O)n2CCC(=O)NC(C)C)c1
  2%, 12µM*, -11%
64	O=C(CCN1C(=O)CSc2ccccc21)Nc1ccc(C(F)(F)F)cc1
  -2%, -21%, 0%
65	Fc1ccc(-c2csc3ncnc(Nc4ccc(N5CCOCC5)cc4)c23)cc1
  8%, 23µM*, -10%
66	O=C(NNc1ccccn1)c1ccc(Cl)nc1
  3%, 0%, -2%
67	O=C(CNC(=O)C1COc2ccccc2O1)N/N=C\c1ccccc1Cl (stereo unspecified)
  4%, -12%, -4%
68	Cc1ccc2[nH]cc(CCNC(=O)c3ccc([N+](=O)[O-])cc3)c2c1
  6%, -28%, 3%
69	COc1cc(/C=N/NC2=NS(=O)(=O)c3ccccc32)ccc1OC(C)=O
  ., ?, -1%
70	CCOC(=O)c1cc2c(=O)n3ccccc3nc2n(Cc2ccco2)c1=NC(=O)c1ccc(C(C)(C)C)cc1
  0%, -27%, -6%
71	CCC(CC)NC(=O)CCc1nc2ccccc2c(=O)[nH]1
  0%, 1%, -3%
72	CC1=C(c2ccc(C)c(C)c2)S(=O)(=O)N=C1N1CCC(C(=O)Nc2ccc(Cl)cc2)CC1
  -1%, 15µM*, -10%
73	COc1ccc(NC(=O)Cn2c(=O)n(CCc3ccccc3)c(=O)c3sc4ccccc4c32)cc1
  4%, -2%, 5%
74	COc1ccccc1CNC(=O)c1cnn2c(C)c(Cc3ccc(F)cc3)c(C)nc12
  3%, 6.5µM*, -26%
75	CCCCn1c(N)c(N(CC(C)C)C(=O)c2oc3ccc(Br)cc3c2C)c(=O)[nH]c1=O
  ., -29%, -2%
76	CC1=CC(C)(C)Nc2ccc(OC(=O)CN3C(=O)c4cccc5cccc(c45)C3=O)cc21
  8%, 2.6µM*, ?
77	COCCNC(=O)c1ccccc1NC(=O)c1cc(OC)cc(OC)c1
  -3%, ?, -3%
78	COc1cccc(NC(=O)CSc2nnc(Cn3nnc4ccccc43)n2C)c1
  -12%[56.1 µM], -11%, -7%
79	CCCn1c(=N)n(CC(=O)OCC)c2ccccc21
  4%, -1%, 1%
80	CCOC(=O)CSc1nnc(-c2ccc3ncccc3c2)n1C
  3%, -12%, -8%
81	COc1ccc(CCCc2nnc(SCC(=O)Nc3ncc(C)s3)o2)cc1
  6%, ?, 3%
82	COc1cc2cc(C(c3nnnn3C(C)(C)C)N3CCc4ccccc4C3)c(=O)[nH]c2cc1OC (stereo unspecified)
  7%, ?, -17%
83	CCCc1nc(NCC2CCCO2)c2nnn(Cc3ccccc3)c2n1 (stereo unspecified)
  2%, ?, -2%
84	CCOC(=O)c1[nH]c(C)c(/C=N/O)c1C
  5%, -25%, -1%
85	CCN(C[C@H]1N[C@@](CC)(C(=O)OC)[C@H]2C(=O)N(C)C(=O)[C@@H]12)C(=O)Nc1ccccc1
  0%, -1%, -1%
86	COc1ccc(S(=O)(=O)N(C)CC(=O)Nc2ccc(C)cc2)cc1OC
  -8%, ?, -8%
87	Cc1ccc(Cl)cc1NS(=O)(=O)c1ccc(-n2cccn2)cc1
  6%, -19%, -6%
88	O=C(CN1C(=O)CSc2ccc(C(F)(F)F)cc21)Nc1ccccc1
  0%, ?, -2%
89	CCCOc1ccc(Cn2c(=O)oc3ccc(C)cc32)cc1OC
  3%, -27%, -3%
90	Cc1ccc(NC(=O)c2cc(=O)c3ccccc3o2)c(C)c1
  5%, -27%, 15%
91	CN(C)c1ccnc(Oc2ccc(C(C)(C)C)cc2)c1C#N
  0%, 16µM*, 2%
92	Cc1ncc([N+](=O)[O-])n1S(=O)(=O)c1cc(Br)ccc1Br
  ., 4%, 3%
93	Cc1cc(C)n(-c2ncc(C#N)cn2)n1
  0%, -1%, 39%[activator]
94	COc1cc2c(cc1NC(=O)c1ccco1)CCCC2
  1%, -17%, -4%
95	Cc1cc(C)cc(OCC(=O)OCC(=O)NCCC2=CCCCC2)c1
  1%, -1%, 4%
